Assay outcomes as filed in PubChem.
Myeloid diff MLP: compounds promoting myeloid differentiation. calls only at 10 µM. ER-HoxA9 myeloid progenitors, lysozyme-GFP differentiation, flow cytometry. actives 1% (n = 360,000);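 active = normalized GFP-positive differentiation at or above the plate's own cutoff, the solvent-only control mean plus 3 SD; inconclusive = no clear call, values can overlap the other calls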;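 also: cells exposed to compound for four days before flow analysis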
MT stabilizer: stabilizes microtubules in HeLa cells | HeLa tubulin immunostaining HCS, 24 h; share of cells brighter than vehicle mean+2SD | % tubulin-high responders, % at 10 µM | actives 0.83% (n = 200,000) | AID 2205;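 active = plate Z-score above 3 for both tubulin-high and condensed-nucleus cell shares, with cell loss under 80%, at 10 µM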;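 also: anti alpha tubulin signal scored within the nucleus-defined area of each cell; some results filed as inactive read as strong as hits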
Ins promoter up: MIN6 insulin promoter up-regulation | actives 0.3% (n = 190,000) | z-score at 5 µM | MIN6 insulin promoter-GFP reporter, high-content imaging; hits give high values;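 active = z-score above 3 at 5 µM with at least 500 cells counted in the well; inconclusive = wells under 500 cells, flagged as cytotoxic or low count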
b-catenin transl: alters nuclear translocation of beta-catenin in HeLa cells. actives 0.3% (n = 190,000). nuclear translocation activity, % at 5 µM. immunofluorescence imaging. AID 1665;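 active = nuclear translocation activity above 50% at 5 µM, with a well cell count of 50 or more; inconclusive = wells under 50 cells across six images, flagged as toxic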;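 also: per-cell ratio of nuclear to cytoplasmic median beta-catenin stain intensity; plate controls were DMSO negative control for no effect and GSK-3 inhibitor IX positive control for full effect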
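Test system: human HeLa cells, endogenous beta-catenin. Times: 24 h compound exposure, 37°C. Measured by: beta-catenin immunofluorescence imaging with DAPI.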
human PMI inhibition: MPI enzyme activity inhibition – biochemical, fluorescence intensity, coupled assay, primary screen (AID 1209); purified PMI enzyme, coupled fluorescence intensity; higher % means a stronger effect; one-dose inhibition, % at 20 µM; IC50 in µM for titrated hits; actives 0.42% (n = 190,000); in the data active = inhibition above about 50%;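 also: plate controls were DMSO vehicle for no effect and wells lacking substrate for full effect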
TNAP activation fold: human TNAP enzyme activators, primary screen, biochemical, luminescent, no phosphate acceptor, uHTS (AID 1001); one-dose activation fold at 20 µM; EC50 in µM for titrated hits; purified TNAP, luminescent activation assay, no phosphate acceptor; higher activation fold means a stronger effect; actives 0.03% (n = 200,000); in the data active = activation fold from about 3, or a potency from the dose series; inactive = the rest, 99 in 100 with activation fold below about 1.6; also: many of its hits are not listed in these tables
Dynein transport: blocks dynein driven cargo transport along microtubules. 3617.4 mouse cells, GR-EGFP nuclear translocation imaging; test concentration mostly 20 µM; stimulated with dexamethasone, 1 µM; hits give low values. z-score, hits read low. actives 0.47% (n = 220,000);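 active = plate z-score of nuclear minus cytoplasmic receptor signal below a set negative limit, without overly bright fluorescence or cell loss, cut at about -3.5 in these data, passing the limit was not always enough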;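 also: z-score of nuclear minus cytoplasmic ring GR-EGFP intensity difference per well; some compounds called inactive have numbers as strong as hits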
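medium = tetracycline-free induction medium containing charcoal-stripped FBS | also added = 1.0 µM final dexamethasone stimulus | schedule = 48 h induction, 1 h compound, 30 min dex at 37 °C | technique = fixed, Hoechst-stained cells imaged at 10x for EGFP | measure = GR-EGFP nuclear translocation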
Hep lipid drop: modulators of hepatic lipid droplet formation | AML12 mouse hepatocytes, oleate lipid droplets, BODIPY imaging | inhibition, % at 6.5 µM | actives 0.4% (n = 240,000) | AID 1656;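 active = lipid droplet intensity inhibited by at least 50%, with more than 500 cells counted; inconclusive = wells with under 300 cells, treated as cytotoxic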
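material = mouse AML12 hepatocyte cell line, fixed after treatment | also added = 100 µM oleic acid challenge | doses = compound at 6.5 µM only | schedule = overnight exposure | technique = Image-based BODIPY and DAPI two-channel analysis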
T cell modulator: modulates CD8 T cell binding to vesicles; 2C CD8+ T cell-vesicle binding, flow cytometry; hits give low values; calls only at 7 µM; actives 0.068% (n = 330,000); AID 2052;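 active = response, share of CD8 T cells binding vesicles, and their 90th percentile fluorescence all below set limits, cut at about 80% in these data, passing the limit was not always enough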
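Assay system – 2C mouse CD8+ T cells · Also added – QL9-loaded Drosophila micro-vesicles · Timing – Cell–vesicle co-incubation 1.5 h at 37 °C, staining 20 min on ice · Signal – flow cytometry of vesicle-bound cells · Measure – percent CD8+ FL2 mean versus row control · Controls – Peptide-free naked vesicles (low) and QL9 vesicles with 0.7% DMSO vehicle (high)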
Dynein transport cytoplasmic EGFP: second read-out of Dynein transport, no call of its own (marks repeat the call); z-score; measured here: cytoplasmic GR-EGFP intensity; hits give high values
Dynein transport nuclear GR-EGFP: second read-out of Dynein transport, no call of its own (marks repeat the call); z-score; measured here: nuclear GR-EGFP intensity;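 lower value marks the stronger effect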
Dynein transport cell count: also measured in Dynein transport; calls as there; z-score; measured here: cell count per field
Ins promoter up cell count: further read-out of Ins promoter up, marked with its call; cell count; measured here: cytotoxicity, nuclei count;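 total cells summed across four imaged fields per well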
Hep lipid drop cells 6.5 µM: further read-out of Hep lipid drop, marked with its call; cell count; measured here: cell count, cytotoxicity flag;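 cells counted across two imaged fields per well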
b-catenin transl cell count 5 µM: second read-out of b-catenin transl, no call of its own (marks repeat the call); cell count; measured here: cell count, cytotoxicity flag
T cell modulator vesicle-bound %: second read-out of T cell modulator, no call of its own (marks repeat the call); double positive events, %; measured here: CD8+ vesicle-bound cell fraction;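 binding gate set so that unloaded-vesicle control wells show 10% double positive cells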
MT stabilizer Hoechst-high %: recorded beside MT stabilizer, whose call it bears; % Hoechst-high responders; measured here: nuclear condensation Hoechst responders;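 share of cells brighter than vehicle mean plus two SD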
MT stabilizer cytotoxicity %: further read-out of MT stabilizer, marked with its call; toxicity, %; measured here: cytotoxicity by cell density;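 0% = mean cell density of plate MIN control wells and 100% = no cells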
Myeloid diff MLP GFP+ MAC1+ %: further read-out of Myeloid diff MLP, marked with its call; GFP+ MAC1+ double positive, %; measured here: differentiation confirmed by MAC1 staining
Numbers without * were called inactive; i = inactive; ? = inconclusive; . = not tested or not shown; & = joins results of further samples.

SMILES	Myeloid diff MLP	Myeloid diff MLP GFP+ MAC1+ %	MT stabilizer	MT stabilizer Hoechst-high %	MT stabilizer cytotoxicity %	Ins promoter up	Ins promoter up cell count	b-catenin transl	b-catenin transl cell count 5 µM	human PMI inhibition	TNAP activation fold	Dynein transport	Dynein transport cytoplasmic EGFP	Dynein transport nuclear GR-EGFP	Dynein transport cell count	Hep lipid drop	Hep lipid drop cells 6.5 µM	T cell modulator	T cell modulator vesicle-bound %
COc1cc(-c2nnc(SCC(=O)/C(C#N)=C(\C)N)o2)cc(OC)c1OC	i	6.6	1.5	1.5	9.2	0.1	1455	-1.1	1423	-10%	1	-0.43	0.22	-0.19	0.2	.	.	i	3
CCNC(=O)C12CCC(C)(c3nc4cc(C)c(C)cc4nc31)C2(C)C (stereo not drawn)	i	0.3	4.3	2.9	10	-0.48	1419	0.6	1485	-7%	1.1	0.11	-0.31	0.58	0.23	4	630	i	39
c1ccc(-c2nnc3n2-c2ccccc2SC3)cc1	i	0.6	.	.	.	-0.08	1124	3.1	1268	.	.	0.7	-0.21	0.14	-0.015	-3	708	i	44
Cc1c(N/C(=N/S(=O)(=O)c2ccccc2)c2ccc(Cl)cc2)c(=O)n(-c2ccccc2)n1C	i	1.5	2.5	1.6	3.8	1.8	1365	-3.4	1042	9%	1	0.35	-0.26	0.28	0.26	5	673	i	57
O=Cc1ccc(Oc2ccc(F)cc2)nc1	i	0.2	0.1	3.7	8.6	1.2	851	0.0	1093	1%	1.2	-1.4	0.16	-0.22	0.13	1	717	i	58
O=C(CN1C(=O)CSC1=O)N1CCCCC1	i	0.6	2.7	1.5	5.0	.	.	.	.	7%	1.2	-0.74	-0.28	-0.61	1.3	-4	765	i	12
Cc1nc2ccc(NC(=O)c3c(-c4ccccc4)noc3C)cc2s1	i	0.4	2.5	2.1	6.1	0.54	1010	0.6	1183	3%	1.1	1	-0.23	0.86	-0.62	.	.	i	59
CC(=O)C1=C(O)C(=O)N(CCc2c[nH]c3ccccc23)C1c1ccc(C)cc1 (stereo not drawn)	i	0.2	2.3	2.4	11	0.82	1398	-0.6	1034	11%	1.1	0.28	-0.28	0.67	0.13	8	657	i	59
CCN(C1CCCCC1)S(=O)(=O)c1cc(C)ccc1OC	i	0.1	4.2	2.7	2.8	-0.95	1324	.	.	10%	1.1	-0.32	-0.27	-0.38	0.36	-11	692	i	35
C/C(N)=C(/C#N)C(=O)COC(=O)c1ccccc1C(=O)c1ccc(C)cc1	i	1.0	3.2	3.2	2.8	-1.1	1128	-0.3	1082	4%	1	-0.27	-0.35	0.23	-0.21	21	754	i	22
C=C(C)Cn1c(SCC(=O)O)nnc1-c1ccc(OC)cc1	i	0.7	1.7	1.8	6.0	0.23	927	-3.4	1160	-6%	1	-0.62	-0.24	-0.39	0.48	6	741	i	44
N#C/C(=C/c1ccc(Sc2nc3ccccc3[nH]2)o1)c1ccccc1F	i	2.4	1.5	1.2	0.7	-0.51	899	-0.1	1214	15%	1.1	-0.1	-0.25	0.077	-0.074	-1	726	i	28
N#CC1=C(N)Oc2cc3ccccc3cc2C1c1cccnc1 (stereo not drawn)	?	.	56*	34*	37*	1.3	1256	-1.3	944	1%	1.1	0.19	-0.21	0.94	0.0016	.	.	i	56
Cc1nc2sc(C(c3cccs3)N3CCN(C(=O)c4ccco4)CC3)c(O)n2n1 (stereo not drawn)	i	2.6	5.3	2.5	7.9	0.73	1911	-0.5	955	16%	1	0.015	-0.24	0.21	0.67	-4	584	i	42
COc1ccc2c(C(F)(F)F)cc(=O)oc2c1C	i	0.4	5.1	2.8	6.5	.	.	-2.3	1285	-8%	1	-0.6	-0.19	-0.66	0.87	-4	727	i	17
O=C(c1ccc2c(c1)C(=O)N(Cc1ccco1)C2O)N1CCOCC1 (stereo not drawn)	i	1.4	7.5	3.4	7.9	-0.43	981	-6.5	1111	14%	1.2	0.94	0.18	0.86	-0.002	.	.	i	43
COC(=O)CNC(=O)C12CC3(C)CC(C)(CC(C)(C3)C1)C2	i	0.9	2.7	1.3	1.9	-0.21	1119	.	.	6%	1	0.15	-0.22	0.34	-0.21	-18	773	i	27
CC(=O)Nc1ccc2c(c1)CCCN2C(=O)c1ccccc1	i	0.4	2.2	1.9	6.8	0	1210	-7.5	1037	2%	1.1	-0.062	-0.2	-0.23	0.34	.	.	i	43
CNC(=S)N/N=C/c1ccc(N(C)C)cc1	i	0.6	.	.	.	.	.	0.9	1247	.	.	1.6	-0.27	0.58	-0.44	12	746	i	26
COc1ccccc1-c1cc(C(=O)NCc2ccc(F)cc2)no1	i	1.2	2.8	2.4	5.2	-0.58	1502	-1.8	917	6%	1.1	0.37	-0.13	0.39	-1.6	.	.	i	47

Quoted at random: 2 entries already listed
SMILES	Myeloid diff MLP	Myeloid diff MLP GFP+ MAC1+ %	MT stabilizer	MT stabilizer Hoechst-high %	MT stabilizer cytotoxicity %	Ins promoter up	Ins promoter up cell count	b-catenin transl	b-catenin transl cell count 5 µM	human PMI inhibition	TNAP activation fold	Dynein transport	Dynein transport cytoplasmic EGFP	Dynein transport nuclear GR-EGFP	Dynein transport cell count	Hep lipid drop	Hep lipid drop cells 6.5 µM	T cell modulator	T cell modulator vesicle-bound %
O=Cc1ccc(Oc2ccc(F)cc2)nc1	i	0.2	0.1	3.7	8.6	1.2	851	0.0	1093	1%	1.2	-1.4	0.16	-0.22	0.13	1	717	i	58
Cc1nc2ccc(NC(=O)c3c(-c4ccccc4)noc3C)cc2s1	i	0.4	2.5	2.1	6.1	0.54	1010	0.6	1183	3%	1.1	1	-0.23	0.86	-0.62	.	.	i	59

Further records:
SMILES	Myeloid diff MLP	Myeloid diff MLP GFP+ MAC1+ %	MT stabilizer	MT stabilizer Hoechst-high %	MT stabilizer cytotoxicity %	Ins promoter up	Ins promoter up cell count	b-catenin transl	b-catenin transl cell count 5 µM	human PMI inhibition	TNAP activation fold	Dynein transport	Dynein transport cytoplasmic EGFP	Dynein transport nuclear GR-EGFP	Dynein transport cell count	Hep lipid drop	Hep lipid drop cells 6.5 µM	T cell modulator	T cell modulator vesicle-bound %
CCOC(=O)c1ccccc1NC(=O)CSc1nc2ccccc2n1CC(=O)N1CCCC1	i	11	1.7	1.2	7.0	0.09	1296	-4.6	1237	5%	1.1	-0.64	0.03	-0.21	0.11	5	766	i	41
CCCS(=O)(=O)c1ccc(COC(=O)c2cccc(NC(=O)C(C)C)c2)cc1	i	0.1	5.8	0.6	7.4	-0.13	1480	2.1	754	7%	1.1	0.98	-0.19	0.83	-0.61	-8	654	i	17
Cc1c(N/N=C(\C#N)C(=O)c2ccc(Cl)cc2)c(=O)n(-c2ccccc2)n1C	i	16	1.3	1.0	5.1	.	.	1.4	870	-44%	0.9	-0.31	-0.29	-0.36	0.16	-14	399	i	48
CC(C)(C)c1ccc(S(=O)(=O)N(CCCN2CCOCC2)Cc2cccs2)cc1	i	0.8&2.8	6.1	3.1	3.9	-0.58	1258	2.2	430	-3%	1	3.6	1	4.7	-3.2	4	737	i	46
CCCN(CCC)C(=O)CSc1nc2n[nH]c(C)c2c(=N)n1-c1ccc(OCC)cc1	i	0.3	2.9	4.6	0.2	-2.5	607	4.0	1476	17%	1.4	0.36	-0.079	0.38	0.48	.	.	i	45
CCOC(=O)/C(=C/C=C1\Sc2ccccc2N1CC)C(C)=O	i	0.9	12	2.7	12	.	.	8.9	1188	23%	0.7	-0.47	0.52	0.024	1.1	6	674	i	48
NC(=O)c1c(NC(=O)COC(=O)CSc2nnc(-c3ccc(Cl)cc3)o2)sc2c1CCC2	i	0.4	4.9	2.5	7.1	0.31	1175	0.4	1176	13%	1	0.59	-0.32	0.34	0.29	-7	816	i	7
CCCCN(CCCC)S(=O)(=O)c1ccc(C(=O)Nc2nnc(COC)o2)cc1	i	0.4	4.2	3.0	1.5	-0.05	1406	-2.6	1324	-7%	0.9	-1.6	-0.3	-0.69	0.51	.	.	i	55
COC(=O)CSc1nc(C)c(C)c(C)c1C(N)=O	i	0.3	4.2	2.8	8.2	0.57	1340	0.0	1518	-4%	1.1	0.3	-0.16	0.61	-0.76	-1	637	i	56
Cc1ccc(CSCCNC(=O)c2ccc(Cl)c(S(=O)(=O)N3CCOCC3)c2)cc1	i	1.0	2.5	2.4	6.9	.	.	.	.	0%	1.1	0.73	-0.25	0.45	0.11	2	772	i	18
CC[n+]1c(/C=C/N(C)c2ccccc2)oc2ccccc21	?	.	2.9	3.3	2.1	-1.1	532	-1.0	1126	18%	1.2	-0.8	-0.2	-0.19	0.49	-17	570	i	18
CN(C)c1ccc(C(=O)c2ccc(O)cc2O)cc1	i	0.9	5.8	1.9	3.2	.	.	3.6	576	-3%	1	-0.91	-0.27	-0.51	0.044	14	742	i	39
CC(C)(C)NC(=S)NNC(=O)c1cccc(Br)c1	i	0.5	5.1	1.2	5.6	0.07	1232	-1.5	973	-10%	2.5	-0.48	-0.32	-0.4	-0.039	6	654	i	23
O=C(OCc1nc2ccccc2[nH]1)C12CC3CC(CC(C3)C1)C2	i	0.7	2.0	2.0	7.5	-1.1	1606	-0.6	1284	7%	1.3	1	-0.02	1.3	-1.1	.	.	i	29
